Compound activity deposited in PubChem by several laboratories.
PMI activator – activators of human PMI, primary screen, biochemical, fluorescence intensity, near-Km mannose 6-phosphate; AID 1214, 2008; Mannose-6-phosphate isomerase (Homo sapiens), P34949; purified human PMI, coupled resazurin fluorescence, 20 min; hits give high values; 1 = vehicle control, 0 substrate-free wells; activation factor at 20 µM; actives 0.005% (n = 190,000);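 active = activation factor of 2 or more at 20 µM, relative to plate controls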
Target sequence (P34949 whole entry, looked up): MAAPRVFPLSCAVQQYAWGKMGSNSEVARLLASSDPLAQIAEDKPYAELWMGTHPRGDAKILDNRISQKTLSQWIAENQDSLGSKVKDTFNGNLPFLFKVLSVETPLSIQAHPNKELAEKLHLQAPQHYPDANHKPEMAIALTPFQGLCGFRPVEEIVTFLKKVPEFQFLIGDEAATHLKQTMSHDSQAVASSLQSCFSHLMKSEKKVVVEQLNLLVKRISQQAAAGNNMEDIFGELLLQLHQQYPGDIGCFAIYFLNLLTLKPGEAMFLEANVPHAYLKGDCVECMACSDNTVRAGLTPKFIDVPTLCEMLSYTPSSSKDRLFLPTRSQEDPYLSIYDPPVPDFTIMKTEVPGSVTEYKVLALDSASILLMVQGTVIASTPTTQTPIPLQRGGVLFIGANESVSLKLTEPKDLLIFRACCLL
bIAP inh – bovine intestinal alkaline phosphatase inhibitors, primary screen, selectivity assay for TNAP inhibitor project, biochemical, bovine IAP, CDP-star luminescence | alkaline phosphatase, intestinal [Bos taurus] | purified bovine IAP, 30 min | inhibition, % at 20 µM | 190,000 tested, under 10 active | AID 1019, 2008;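 active = over 50% inhibition of intestinal alkaline phosphatase at 20 µM in the single-dose screen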
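System: purified bovine intestinal alkaline phosphatase (IAP) enzyme; Input: IAP diluted 1/65,000,000 in the well; Measured by: CDP-star luminescence signal; Compound dosing: 20 µM single dose; Incubation: 30 min reaction at room temperature.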
TNAP inh hi DEA – human TNAP enzyme inhibitors, primary screen, biochemical, luminescent, high phosphate acceptor level, uHTS; AID 1135, 2008; purified TNAP, CDP-star luminescence, 1 M DEA; inhibition, % at 20 µM; actives 0.03% (n = 200,000); Alkaline phosphatase, tissue-nonspecific isozyme (Homo sapiens), P05186;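 active = over 50% inhibition of tissue-nonspecific alkaline phosphatase at 20 µM in the single-dose screen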;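 also: plate controls were DMSO wells for no effect and EDTA-quenched wells as full inhibition for full effect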
Target sequence (P05186 whole entry, looked up): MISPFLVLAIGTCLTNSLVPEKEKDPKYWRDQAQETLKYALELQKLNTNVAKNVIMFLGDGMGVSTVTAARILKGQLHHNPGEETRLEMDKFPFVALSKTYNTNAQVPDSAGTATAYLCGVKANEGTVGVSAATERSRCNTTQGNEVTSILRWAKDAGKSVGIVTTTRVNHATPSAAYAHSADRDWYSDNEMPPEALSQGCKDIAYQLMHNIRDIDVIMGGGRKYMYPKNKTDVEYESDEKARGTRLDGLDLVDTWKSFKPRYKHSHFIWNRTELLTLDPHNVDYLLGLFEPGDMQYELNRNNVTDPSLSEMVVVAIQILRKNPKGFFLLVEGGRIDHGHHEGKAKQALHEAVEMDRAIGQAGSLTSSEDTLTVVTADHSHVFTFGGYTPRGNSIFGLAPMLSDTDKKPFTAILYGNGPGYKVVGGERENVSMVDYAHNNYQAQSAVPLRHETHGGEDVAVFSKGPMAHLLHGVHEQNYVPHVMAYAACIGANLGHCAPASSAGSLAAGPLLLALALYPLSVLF
Lmaj promast – Leishmania major promastigote growth inhibition, primary screen; actives 9% (n = 200,000); Leishmania major promastigotes, resazurin fluorescence viability; inhibition, % at 10 µM; in the data active = inhibition above about 50%;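 also: promastigotes grown with compound for 44 hours at 28 °C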
Diaphorase inh – diaphorase inhibitors and chemical oxidizers, primary screen, counter-screen for diaphorase-coupled primary assays, biochemical, uHTS, resorufin fluorescence; actives 0.69% (n = 190,000); inhibition, % at 20 µM; diaphorase resazurin-to-resorufin fluorescence, NADH, 16 min; bacterial (C. kluyveri) enzyme, not human;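 active = primary screen inhibition at 20 µM above a set limit, cut at about 50% in these data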;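 also: plate controls were DMSO with full reaction for no effect and wells lacking NADH for full effect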
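System: Diaphorase enzyme from Clostridium kluyveri | Amount: Enzyme working solution with 0.14 U/mL diaphorase | Benchmarks: No-NADH positive control and DMSO neutral control | Signal: Fluorescence of resorufin formed from resazurin, Ex 544/Em 590 nm | Schedule: 16-min room-temperature incubation before reading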
TNAP inh noacc – human TNAP enzyme inhibitors, primary screen, biochemical, luminescent, no phosphate acceptor, uHTS. actives 0.26% (n = 200,000). purified TNAP, CDP-star luminescence, 30 min. AID 1012, 2008. inhibition, % at 20 µM. Alkaline phosphatase, tissue-nonspecific isozyme (Homo sapiens), P05186;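 active = tissue-nonspecific alkaline phosphatase inhibition above about 50% at 20 µM in the single-dose screen, limit read from the data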;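 also: 0% = DMSO negative control and 100% = EDTA positive control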
PMI act hi M6P – human PMI activators, high substrate, primary screen, biochemical, fluorescence intensity, near-saturating mannose 6-phosphate; Mannose-6-phosphate isomerase (Homo sapiens), P34949; coupled PMI enzyme assay, resazurin fluorescence, 20 min; hits give high values; 1 = untreated enzyme, 0 = substrate-free blank; activation factor at 20 µM; actives 0.34% (n = 190,000); AID 1216, 2008;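 active = activation factor of 2 or more at 20 µM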
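Test system: human phosphomannose isomerase with PGI, G6PDH, diaphorase coupling enzymes; Amount: PMI at 15 ng/mL final; Reagent: Mannose-6-phosphate 1.0 mM (near-saturating) plus 0.22 mM NADP+; Timing: 20 min, room temperature; Technique: resorufin fluorescence at Ex 544/Em 590 nm; Dosing: 20 µM single dose.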
bIAP activator – bovine intestinal alkaline phosphatase activators, primary screen, biochemical, bovine IAP, CDP-star luminescence | alkaline phosphatase, intestinal [Bos taurus] | purified bovine IAP, 30 min; hits give high values; fold of DMSO-control signal, blank-subtracted | activation factor at 20 µM | actives 0.17% (n = 200,000);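 active = activation factor of 2 or more at 20 µM, a signal rise over negative controls twice the positive control's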
TNAP act hi DEA – TNAP activators at high phosphate acceptor level, primary screen, biochemical, luminescence, uHTS. Alkaline phosphatase, tissue-nonspecific isozyme (Homo sapiens), P05186. purified TNAP, CDP-star luminescence, 1 M DEA, 30 min; hits give high values; 0 = EDTA background, 1 = DMSO-only activity. activation factor at 20 µM. 200,000 tested, under 10 active. AID 1136, 2008;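 active = activation factor at least 2 at 20 µM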
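Test system – human TNAP · Doses – 20 µM single point · Incubation – 30 min, room temperature · Signal – luminescent substrate turnover signal · Read-out basis – activation factor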
Diaph act CS – compounds boosting diaphorase resazurin reduction – biochemical, uHTS, resorufin fluorescence, counter-screen for diaphorase-coupled primary assays, primary screen. activation factor at 20 µM. AID 1229, 2008. actives 0.005% (n = 190,000). Diaphorase/resazurin coupled assay, 16 min; hits give high values; 1 = vehicle wells, 0 = NADH-free wells;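 active = diaphorase activity raised at least twofold by the compound at 20 µM; inactive = activation factor below 2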
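Assay system: bacterial diaphorase enzyme (C. kluyveri) / Input: enzyme 0.07 U/mL final / Medium: 50 mM HEPES pH 7.4 with 4.542 mM MgCl2, 0.005% Tween 20 / Doses: single compound dose of 20 µM, 1% DMSO final / Incubation: 16 min enzyme reaction, ambient temperature / Signal: fluorescence, excitation 544 nm and emission 590 nm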
Starred values were filed as active, the others as inactive; · = not tested or not shown.

A first look, 2 compounds:
SMILES	PMI activator	bIAP inh	TNAP inh hi DEA	Lmaj promast	Diaphorase inh	TNAP inh noacc	PMI act hi M6P	bIAP activator	TNAP act hi DEA	Diaph act CS
Cc1cc(N2CCN(C)CC2)nc2ccc(NC(=S)N3CCN(c4ccc(F)cc4)CC3)cc12	0.8	0.3	-3.5	100.5*	4.8	-10.3	0.7	1	1	1
CCOC(=O)N1CCC(NCCNC(=O)c2ccc(Cl)cc2)CC1	0.7	-6.7	0.0	90.8*	24.3	-8.3	0.9	1.1	1	0.8

Main list (from the top)
SMILES	PMI activator	bIAP inh	TNAP inh hi DEA	Lmaj promast	Diaphorase inh	TNAP inh noacc	PMI act hi M6P	bIAP activator	TNAP act hi DEA	Diaph act CS
Cc1cc(N2CCN(C)CC2)nc2ccc(NC(=S)N3CCN(c4ccc(F)cc4)CC3)cc12	0.8	0.3	-3.5	100.5*	4.8	-10.3	0.7	1	1	1
CCOC(=O)N1CCC(NCCNC(=O)c2ccc(Cl)cc2)CC1	0.7	-6.7	0.0	90.8*	24.3	-8.3	0.9	1.1	1	0.8
CSc1ccccc1Sc1cc(C(=O)O)c2ccccc2n1	1	10.9	5.6	-2.8	17.9	13.7	1	0.9	0.9	0.8
O=C(CSc1nnc(SCc2ccccc2)s1)N/N=C/c1c[nH]c2ccccc12	1.1	11.1	3.8	2.4	22.0	-5.0	1.1	0.9	1	0.8
COc1cc(C2CC(=O)Oc3c2c(=O)n(C)c2ccccc32)cc(OC)c1OC (configuration not stated)	·	6.6	0.3	-8.0	·	-6.3	·	0.9	1	·
COc1ccc(N2CCN(CCCNC(=O)c3cc4sccc4n3C)CC2)cc1	0.9	-10.6	-4.8	81.3*	13.2	-17.3	0.9	1.1	1	0.9
Cc1cc2c(cc1C)NC1(C(=O)Nc3ccccc31)C1=C(CC(C)(C)CC1=O)N2 (configuration not stated)	0.8	-31.4	-4.4	-4.6	13.8	-6.3	0.9	1.3	1	0.9
COc1ccc(NC(=O)CCn2cccc2)cc1	1	8.3	-6.3	-1.6	17.6	-14.7	1	0.9	1.1	0.8
CC(C)(C)C(=O)/C=c1\[nH]c(=O)/c(=C\c2ccc(F)cc2)s1	0.9	12.2	3.6	73.2*	18.9	3.9	1	0.9	1	0.8
Cc1nc(SCC(=O)O)c(C#N)c(C)c1CC(=O)c1ccccc1	1.4	3.4	-2.6	-6.0	9.6	-12.7	1.4	1	1	0.9
CSc1nnc(-c2sc3cc(Cl)ccc3c2Cl)n1C	0.9	4.0	-1.7	9.5	9.2	-8.3	0.9	1	1	0.9
CCOc1ccc(NC(=S)Nc2cc(OC)c(Cl)cc2OC)cc1	0.8	-42.4	-1.2	15.1	6.8	-13.9	0.8	1.4	1	0.9
O=C(O)CCCCCNC(=O)c1ccncc1	0.9	9.3	-4.5	-2.6	13.9	-10.2	0.8	0.9	1	0.9
COc1ccc(NC(=O)Cn2c(=O)n(-c3ccc(OC)cc3OC)c(=O)c3c(C)c(C)sc32)cc1	0.8	10.2	1.5	5.4	25.0	-12.6	0.8	0.9	1	0.8
CCCC(=O)Nc1nnc(-c2ccc3c(c2)OCCO3)o1	0.9	2.3	-5.4	8.9	12.3	-12.2	0.9	1	1.1	0.9
Cc1ccc(C(=O)NCCn2ccc3ccccc32)cc1[N+](=O)[O-]	1	9.5	-2.4	-2.7	9.5	-5.3	1	0.9	1	0.9
O=C(CSc1nnnn1C1CCCC1)NCc1ccccc1	1.1	5.2	-5.1	-5.6	-16.7	2.2	1.2	0.9	1.1	1.2
CCOC(=O)CCC(NC(=O)CCCC(=O)NC(CCC(=O)OCC)C(=O)OCC)C(=O)OCC (configuration not stated)	0.9	8.8	3.7	-3.6	9.7	8.1	0.9	0.9	1	0.9
COc1ccc(Nc2nc(N)nc(CN3CCC(C)CC3)n2)cc1	1	-0.2	0.2	10.2	-2.8	2.4	0.9	1	1	1
CC(c1nnc(SCC(=O)Nc2cccnc2Cl)n1Cc1ccccc1)N(C)C (configuration not stated)	1	-2.4	-3.9	-3.6	-3.6	-13.3	1.1	1	1	1

An excerpt from above, showing only PMI act hi M6P and TNAP inh noacc:
canonical_smiles,PMI act hi M6P,TNAP inh noacc
O=C(O)CCCCCNC(=O)c1ccncc1,0.8,-10.2
COc1ccc(NC(=O)Cn2c(=O)n(-c3ccc(OC)cc3OC)c(=O)c3c(C)c(C)sc32)cc1,0.8,-12.6
CCCC(=O)Nc1nnc(-c2ccc3c(c2)OCCO3)o1,0.9,-12.2
Cc1ccc(C(=O)NCCn2ccc3ccccc32)cc1[N+](=O)[O-],1,-5.3
O=C(CSc1nnnn1C1CCCC1)NCc1ccccc1,1.2,2.2

More records follow:
SMILES	PMI activator	bIAP inh	TNAP inh hi DEA	Lmaj promast	Diaphorase inh	TNAP inh noacc	PMI act hi M6P	bIAP activator	TNAP act hi DEA	Diaph act CS
O=C(COc1ccccc1)Nc1ccc2[nH]c(=O)[nH]c2c1	1.2	-2.6	-3.4	89.7*	3.9	-4.5	0.9	1	1	1
N#C/C(=C\c1ccc(-c2ccc(C(=O)O)cc2)o1)C(=O)NCC1CCCO1 (configuration not stated)	0.9	32.4	2.1	21.5	19.6	-30.4	1	0.7	1	0.8
COCCn1c(SCc2cc(=O)n3ccsc3n2)nnc1-c1ccncc1	1.2	12.1	-0.6	0.0	2.5	-7.6	1.1	0.9	1	1
CC(=O)N/N=C/c1cc(C(C)C)cc(/C=N/NC(C)=O)c1O	0.8	-43.3	-1.2	-8.3	37.6	-178.9	1.1	1.4	1	0.6
CC(C)C(NC(=O)CSCc1ccc([N+](=O)[O-])cc1)C(C)C	1.1	-5.9	-5.3	7.4	-3.3	2.0	1.1	1.1	1.1	1
Cc1cc(C(=O)CN2C(=O)NC(c3ccccc3)(c3ccccc3)C2=O)c(C)n1Cc1ccccc1	0.9	-1.3	-5.4	17.5	10.7	-0.7	1	1	1.1	0.9
Cc1c(C(=O)N2CCN(c3ccccc3F)CC2)sc2ncn(CC(=O)N3CCOCC3)c(=O)c12	1	6.1	1.8	-8.9	17.5	-6.5	0.9	0.9	1	0.8
Cc1ccc2nc(C)c3c(c2c1)COC3	1	5.9	-5.6	14.3	7.8	-2.9	1.1	0.9	1.1	0.9
CCOC(=O)C1(Cc2cccc(OC)c2)CCN(Cc2cc(OC)ccc2OC)CC1	0.9	-4.3	-3.5	28.4	10.7	-8.3	1	1	1	0.9
Cc1nn(C)c(C)c1NC(=O)CCCSc1nc(-c2ccco2)cc(C(F)(F)F)n1	1.1	22.1	-1.0	2.9	6.6	2.5	1	0.8	1	0.9
NCCCCCc1nnc(SC/C=C/c2ccccc2)o1	0.8	10.7	-0.9	48.4	16.4	-2.1	0.9	0.9	1	0.8
Cc1ccccc1C(=O)Nc1ccc(N2CCCCCC2)cc1	0.9	17.6	-2.4	89.4*	16.7	-10.8	0.8	0.8	1	0.8
Cc1cc(C)nc(N2CCCC(C(=O)NCc3ccccc3)C2)n1 (configuration not stated)	1.2	8.3	2.9	7.9	-23.7	1.8	1.3	0.9	1	1.2
CC(CCn1cccn1)NC(=O)c1cc(COc2ccc(F)cc2Cl)on1 (configuration not stated)	0.9	10.7	-1.6	9.0	13.4	-2.7	1	0.9	1	0.9
COc1cccc(CC(=O)Nc2nc3c(s2)C(=O)CC(C)(C)C3)c1	0.9	8.1	1.0	-1.1	7.3	-10.9	1	0.9	1	0.9
C=CCc1cc(Cl)ccc1OCCOCCNCCOC	1.1	3.9	-2.3	99.4*	14.9	26.0	1.1	1	1	0.9
CCN1C(=O)CSc2ccc(C(=O)NCc3ccccc3OC)cc21	1.1	8.5	2.3	-2.0	-3.7	12.0	1	0.9	1	1
O=c1c2ccccc2nc2n1C(CBr)CS2 (configuration not stated)	1	-9.1	-3.6	0.1	6.5	-7.5	0.9	1.1	1	0.9
CNC(=S)N(Cc1cccs1)Cc1cc2ccc(OC)cc2[nH]c1=O	0.9	5.3	-3.8	70.3*	30.3	-14.4	1	0.9	1	0.7
CC1CN(c2nc3ccccc3nc2C(C#N)C(=O)OC2CCCCC2)CC(C)O1 (configuration not stated)	1	10.7	7.4	64.2*	0.5	4.2	1	0.9	0.9	1
CC(C)(C)NC(=O)/C(=C/c1ccccc1F)NC(=O)c1ccc([N+](=O)[O-])cc1	1	5.1	-6.6	-3.5	13.0	-8.1	0.9	0.9	1.1	0.9
COc1ccc(/C=N/NC(=O)c2cc(Br)ccc2O)cc1Cn1cc(Cl)cn1	1.4	3.4	0.2	25.5	2.4	-14.4	1.3	1	1	1
Cn1c(=O)c2c(nc(SCCOc3ccc4ccc(=O)oc4c3)n2C)n(C)c1=O	0.9	5.2	-1.8	·	13.0	-8.8	0.9	0.9	1	0.9
Cc1ccccc1-n1c(SCC(=O)N(C)C2CCS(=O)(=O)C2)nnc1-c1ccncc1 (configuration not stated)	0.9	-19.8	-3.2	-6.5	5.3	-2.9	0.9	1.2	1	0.9
Cc1cc(NCCCn2ccnc2)n2nc(-c3ccc(Cl)cc3)cc2n1	1.1	-31.4	-3.8	43.6	-56.7	-21.7	1	1.3	1	1.6
CCOc1ccccc1NC(=O)CSc1nnc(-c2ccco2)o1	1	-8.0	-2.6	-3.0	23.1	-8.7	0.9	1.1	1	0.8
O=c1[nH]c(C2CCCCC2)nc2ccccc12	1.1	6.3	-3.9	-1.5	3.0	1.7	1.2	0.9	1	1
CCN1CCN(c2cc(C)c3cc(NC(=S)N4CCCC4)ccc3n2)CC1	1	1.2	-3.8	5.2	5.8	-12.0	0.9	1	1	0.9
